TDP-43 yeast inh: inhibitors of TDP-43 toxicity in yeast | TDP-43 expressing yeast growth rescue, BacTiter-Glo, 24 h | Potency, µM (doses to about 46.1 µM), inactives show at the top dose growth rescue (activation), usual class: activators | hit rate 1.8% among 410,000; note: potency is the fitted concentration of half-maximal effect; % of control where 0% means no effect; nearly all actives have a fitted effect of over 50% in size
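Luminescence from BacTiter-Glo reports growth of TDP-43-expressing yeast after 24 hr at 30 deg C with compound. Cells were raffinose-pregrown to mid-log, then seeded in galactose medium at OD600=0.02.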
KB-V1 MDR tox: kills drug-selected multidrug resistant KB-V1 cells; KB-V1 MDR cells viability, CellTiter-Glo, 72 h; Potency, µM (highest dose often 46.1 µM), inactives show top-dose activity change, negative = cytotoxicity, hits mostly cytotoxic; hit rate 3.4% among 400,000; note: potency is the fitted concentration of half-maximal effect; % is set by controls: 0 for no effect and ±100 for the full control effect; nearly all actives have a fitted effect of over 60% in size
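Potencies derive from concentration-effect curves fitted to normalized luminescence (CellTiter-Glo) of KB-V1 cells treated for 72 h at 37 degrees C in phenol-red-free DMEM containing 10% FBS.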
GLP-1R inv ag: GLP-1 receptor (human) inverse agonism; P43220; HEK293 GLP-1R CRE-luciferase, luminescence, 24 h; GLP-1R form is constitutively active; Potency, µM (series often up to 38.3 µM), without a hit: top-dose activity change, negative = inhibition, usual class: inhibitors; hit rate 1.6% among 410,000; AID 624417; note: potency is the fitted concentration of half-maximal effect; % is set by controls: 0 for no effect and ±100 for the full control effect; nearly all actives have a fitted effect of over 55% in size
Target sequence (P43220 whole entry, looked up): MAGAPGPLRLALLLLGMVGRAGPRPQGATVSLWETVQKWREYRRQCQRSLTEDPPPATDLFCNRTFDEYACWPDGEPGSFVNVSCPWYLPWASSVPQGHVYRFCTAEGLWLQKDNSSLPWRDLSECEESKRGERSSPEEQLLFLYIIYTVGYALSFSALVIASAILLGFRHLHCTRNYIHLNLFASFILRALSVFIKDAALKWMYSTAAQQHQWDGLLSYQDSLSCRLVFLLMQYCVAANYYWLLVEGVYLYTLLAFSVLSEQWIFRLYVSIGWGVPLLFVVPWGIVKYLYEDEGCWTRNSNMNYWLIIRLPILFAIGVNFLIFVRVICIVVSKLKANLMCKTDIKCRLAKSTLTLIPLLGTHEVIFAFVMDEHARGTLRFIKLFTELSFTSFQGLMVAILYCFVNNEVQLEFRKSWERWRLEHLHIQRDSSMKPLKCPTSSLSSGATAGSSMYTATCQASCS
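Luminescence readout: a drop in cAMP-driven luciferase signal flags inverse agonism at a constitutively active GLP-1R stably expressed in HEK293. Compound exposure lasted 24 hr at 37 deg C, 5% CO2.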
GLP-1R agonist: activates the human GLP-1 receptor. Potency, µM (highest dose often 45.6 µM), without a hit: at the highest dose activation, most hits filed as activators. HEK293 GLP-1R CRE-luciferase, luminescence, 4-6 h; cells express a hypersensitive GLP-1R form. hit rate 0.007% among 380,000. P43220. AID 624172; note: potency is the fitted concentration of half-maximal effect; % of control where 0% means no effect
PTHR1 agonist: PTHR1 (human) receptor agonism. Q03431. HEK293 GP2 PTHR1 cells, GloSensor cAMP luminescence, 1 h. Potency, µM (top dose mostly 115 µM), inactives show at the highest dose activation, usual class: activators. hit rate 0.075% among 410,000. AID 743266; note: potency is the fitted concentration of half-maximal effect; nearly all actives have a fitted effect of over 55% in size; some results filed as inactive show a strong effect at the top dose; inactives centre near -15; many of its hits are not listed in these tables
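HEK-293-derived GP2 cells expressing PTHR1 and a GloSensor cAMP reporter, 3,000/well, plated overnight, given luciferin plus IBMX (each 0.5 mM as added) for 1 h at 37 °C, then compound for 1 h at 37 °C. Luminescence was read after 15 min at room temperature.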
aSyn rescue: inhibitors of alpha-synuclein toxicity in yeast; AID 652106; Potency, µM (highest dose often 46.1 µM), for inactives: at the highest dose growth rescue (activation), hits mostly activators; Yeast expressing alpha-synuclein, growth rescue, BacTiter-Glo, 24 h; hit rate 0.14% among 370,000; note: potency is the fitted concentration of half-maximal effect; % of control where 0% means no effect; nearly all actives have a fitted effect of over 65% in size
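Screening used galactose-induced yeast with toxic alpha-synuclein levels, exposed to compound for 24 hr at 30 deg C. Cell growth, read with BacTiter-Glo luminescence, gave the measured signal.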
GLP1R cytotox: cytotoxic in the GLP-1 receptor inverse agonist counter-screen. HEK293 cAMP-luciferase reporter cells, luminescence, 24 h. Potency, µM (doses to about 38.3 µM), for inactives: top-dose activity change, negative = inhibition, hits mostly inhibitors. hit rate 0.13% among 410,000;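 note: loss of luciferase light is scored as toxicity; potency is the fitted concentration of half-maximal effect; % is set by controls: 0 for no effect and ±100 for the full control effect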
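Step one: seed cells (200 cells/uL, DMEM with 10% Nu serum, 1% pen-strep). Step two: 12-hour incubation at 37 deg C. Step three: pin 23 nL compound, incubate 24 hr. Step four: add luciferase reagent, read luminescence 12 min later.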
DRD3 agonist: activates the human D3 dopamine receptor | AID 652048 | D3R DiscoveRx beta-arrestin cells, luminescence, 90 min | P35462 | max activation, % | hit rate 0.58% among 410,000; in the data active = max activation above about 30%; note: 0% is about no effect; mostly tested at two doses, the higher about 12 µM
Target sequence (P35462 whole entry, looked up): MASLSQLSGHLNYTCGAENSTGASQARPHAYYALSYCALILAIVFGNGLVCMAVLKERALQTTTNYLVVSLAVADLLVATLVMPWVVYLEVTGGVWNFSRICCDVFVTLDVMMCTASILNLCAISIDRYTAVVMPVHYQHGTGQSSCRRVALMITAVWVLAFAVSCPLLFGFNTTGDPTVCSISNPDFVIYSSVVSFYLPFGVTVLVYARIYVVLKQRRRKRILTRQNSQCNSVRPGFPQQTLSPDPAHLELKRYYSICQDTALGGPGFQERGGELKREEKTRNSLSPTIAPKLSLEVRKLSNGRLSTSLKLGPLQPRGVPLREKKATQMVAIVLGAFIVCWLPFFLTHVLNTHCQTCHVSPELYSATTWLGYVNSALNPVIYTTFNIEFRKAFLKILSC
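Agonist mode: compounds and dopamine controls were applied to plated cells for 90 min at 37 degrees C after an overnight attachment at 1500 cells/well. Luminescent read-out followed 30 - 60 minutes at room temperature with DiscoveRx detection reagent.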
D3 antag: blocks the human D3 dopamine receptor. P35462. D3R cells, DiscoveRx beta-arrestin luminescence, antagonist mode; hits give low values. max response, negative = inhibition, %. hit rate 2.5% among 360,000. AID 652054; in the data active = max response below about -50%; inconclusive = no clear call, values can overlap the other calls; note: % is set by controls: 0 for no effect and ±100 for the full control effect; mostly tested at two doses, the higher about 12 µM
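Cells expressing the human receptor were seeded at 1500 cells/well, incubated overnight at 37 degrees C in 5% CO2, then exposed to library compounds with dopamine controls for 90 minutes at 37 degrees C before luminescent detection.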
Numbers without * were called inactive; i = inactive; ? = inconclusive; nt = not tested or not shown; & = joins results of further samples; [ ] = remark or other dose. Unless noted, calls come from the whole dose curve; as a rule, active = well fitted curve in the direction sought with a large enough effect; inconclusive = small, poorly fitted or top-dose-only effect, or another doubt; inactive = no such curve, though single readings can be large; an effect the other way counts as inactive or inconclusive.

SMILES	TDP-43 yeast inh	KB-V1 MDR tox	GLP-1R inv ag	GLP-1R agonist	PTHR1 agonist	aSyn rescue	GLP1R cytotox	DRD3 agonist	D3 antag
COc1ccc(NC(=O)COC(=O)C2CCC2)cc1Cl	5%	19%	13%	-4%	i	2%	-35%	3	1
COc1ccc(-c2ccc(C#N)c(OC(=O)c3c(Cl)cccc3Cl)n2)cc1	-20%	0%	-5%	10%	-36%[inhibitor][57.5 µM]	1%	8%	-4	0
c1ccc(C2Nc3ccccc3C3OCCCC23)cc1 (stereo not drawn)	11µM*	?	?	0%	-20%	-34%[inhibitor]	-3%	0	10
COCCn1c(SCC(=O)/C=C2\N(C)c3ccccc3C2(C)C)nnc1-c1ccncc1	2%	4%	-9%	-6%	i	-2%	4%	12	3
CCN(CC)CCOc1nnc(-c2ccc(OC)cc2)c2ccccc12	8%	1%	?	9%	-27%	-8%	-7%	-5	0
CCN(C(=O)c1c(C)oc2ncnc(N3CCCCC3)c12)c1cc(C)ccc1C	22%	1%	3%	nt	-15%	nt	-4%	3	nt
COc1ccc(S(=O)(=O)Nc2ccccc2C(F)(F)F)cc1	3%	10%	6%	-12%	-3%[57.5 µM]	4%	2%	-1	21
CCCn1c(SCC(=O)NC23CC4CC(CC(C4)C2)C3)n[nH]c1=O	-6%	2%	0%	-6%	-7%	16%	0%	10	29
CS(=O)(=O)N1Cc2ccccc2CC1C(=O)OCC(=O)NCCc1ccc(S(N)(=O)=O)cc1 (stereo not drawn)	0%	nt	21%	2%	i	-24%	15%	-27	?
Cc1cc(C)n2nc(C(=O)N(C)C(c3ccccc3)c3ccccc3)nc2n1	0%[9.22 µM]	1%	-7%[7.66 µM]	7%	i	1%	-3%[7.66 µM]	-1	8
C#CCNC(=O)c1ccc(OCc2ccccc2)cc1Cl	2%[0.397 µM]	25%	-12%	4%	i	5%	4%	1	6
COc1ccc(-c2csc(N(CC3CCCO3)C(=O)c3ccc(C)cc3)n2)cc1 (stereo not drawn)	-14%	3.7µM*	0%	-10%	i	-12%	0%	0	19

Some of these compounds in order of number of heavy atoms, low to high:
SMILES	TDP-43 yeast inh	KB-V1 MDR tox	GLP-1R inv ag	GLP-1R agonist	PTHR1 agonist	aSyn rescue	GLP1R cytotox	DRD3 agonist	D3 antag
COc1ccc(NC(=O)COC(=O)C2CCC2)cc1Cl	5%	19%	13%	-4%	i	2%	-35%	3	1
COc1ccc(S(=O)(=O)Nc2ccccc2C(F)(F)F)cc1	3%	10%	6%	-12%	-3%[57.5 µM]	4%	2%	-1	21
Cc1cc(C)n2nc(C(=O)N(C)C(c3ccccc3)c3ccccc3)nc2n1	0%[9.22 µM]	1%	-7%[7.66 µM]	7%	i	1%	-3%[7.66 µM]	-1	8

Later entries:
SMILES	TDP-43 yeast inh	KB-V1 MDR tox	GLP-1R inv ag	GLP-1R agonist	PTHR1 agonist	aSyn rescue	GLP1R cytotox	DRD3 agonist	D3 antag
CCOC(=O)[C@@H]1[C@H]2COc3cc(OC)ccc3[C@H]2N2C(=O)N(c3ccc(C)cc3)C(=O)[C@@]12C	-5%	0%	?	-6%	-24%	-1%	-27%	-1	11
Cc1ccc(Oc2cnc3ccccc3n2)cc1	20%	4%	-19%	-2%	i	1%	-5%	-1	15
CN(C)CCOc1ccc2ccccc2c1	6%	-23%	-19%	-22%	-6%	1%	-15%	-9	-19
Cc1c(C(=O)O)sc2[nH]c(=O)n(Cc3ccccc3)c(=O)c12	-10%	1%	20%	9%	i	-7%	7%	0	0
COc1ccc2ccc(O)c(CN(C)CC(=O)Nc3ccccc3C(F)(F)F)c2c1	6%	7%	?	8%	-20%	?	-5%	14	3
CCOC(=O)c1cc(-c2ccc(F)cc2)n(CC(=O)NCc2ccc(OC)cc2)c1C	15%	-7%	11%	nt	i	nt	3%	3	nt
COc1cccc(C2NC(=O)CCC2[N+](=O)[O-])c1OC (stereo not drawn)	-20%	10%	14%	3%	i	3%	-3%	5	0
COc1cc(/C=N/NC(=O)c2cc(-c3ccccc3)nc3ccccc23)cc(OC)c1O	9%	18%	-2%	8%	-9%	0%	1%	3	5
O=C(Nc1ccc(F)cc1)Nc1nnc(-c2ccccc2)o1	-3%[0.397 µM]	18%	1%	15%	i	3%	1%	-2	16
COC(=O)c1cc(F)c(-n2cncn2)c(F)c1	-21%	-11%	0%	-9%	i	0%	-9%	0	23
COCCNC(=O)c1cc(-c2ccccc2C)n(CC2CC(c3cccc([N+](=O)[O-])c3)=NO2)n1 (stereo not drawn)	0%	-21%	11%	13%	i	-1%	-25%	-40	-21
CN(CC(=O)Nc1cccc(F)c1)CC(=O)Nc1cccc([N+](=O)[O-])c1	10%	12µM*	13%[7.66 µM]	2%	-64%[inhibitor]	9%	10%[7.66 µM]	-3	1
Cc1cc(Br)cn2c(Cc3ccccc3)c(-c3ccccc3)nc12	-9%	-9%	?	10%	11%	0%	-6%	-8	0
COc1ccc([C@H]2C[C@@H](O)[C@H](n3cc(-c4ccc(F)cc4)nn3)CN2CC2CCCCC2)cc1	0%	3%	-5%	4%	i	17%	8%	-7	3
Cc1nn(Cc2c(F)c(F)c(F)c(F)c2F)c(C)c1NC(=O)c1ccc(COc2ccccc2Cl)cc1	5%	?	-8%	1%	-14%	-14%	-15%	2	-16
CC1CCCCN1C(=S)Nc1ccc(OC(F)F)cc1 (stereo not drawn)	11%	?	?	-11%	-8%	-9%	12%	-4	-14
CCOC(=O)c1n[nH]c(=O)c2ccccc12	-19%	0%	44%[activator]	16%	i	-1%	-8%	17	6
COc1ccc(Nc2nc(N3CCOCC3)nc(N3CCOCC3)n2)cc1	-2%	-33%	4%	0%	-13%	-3%	4%	-3	-22
CC(=O)Nc1cccc(-c2ccnc3c2CC(C)(C(=O)Nc2cccc(C(C)=O)c2)O3)c1 (stereo not drawn)	?	-6%	-10%	4%	-37%[inhibitor]	-4%	-21%	6	-21
CCN(C(=O)C1CCN(c2nc(-c3ccc(OC)cc3)no2)CC1)c1ccc(OC)cc1	?	-19%	?	3%	-33%[inhibitor]	?	-6%	7	-5
CCN(CC)CCCCCCCCOC(=O)c1cc(OC)c(OC)c(OC)c1	14%	?	?	3%	i	5%&-3%	-9%	0	0
Cc1ccc2scc(N3CCN(c4ccccc4)CC3)c(=O)c2c1	?	-3%	-7%	nt	-16%	nt	-5%	-16	nt
CN=C(Nc1cccnc1)c1ccccc1	-5%	3%	9%	-3%	?	-11%	-1%	4	-7
CCC(C(=O)NCc1ccc(F)cc1)N(Cc1cccs1)C(=O)c1snc(C(N)=O)c1N (stereo not drawn)	2%	-16%	-2%	17%	-24%	0%	6%	12	16
COCCCNC(=O)Cn1cnc2sc(C)c(S(=O)(=O)N3CCN(c4ccccc4OC)CC3)c2c1=O	-15%&11%	?	12%&11%	1%	-21%	-15%	-8%&4%	9&6	1
c1cc(SSc2ccncc2)ccn1	-50%[inhibitor]	-10%	-21%	7%	i	4%	10%	1	-5
Cc1ccc(C(CNS(=O)(=O)c2ccccc2)N2CCN(C)CC2)cc1 (stereo not drawn)	-16%	-21%	-48%	1%	i	1%	1%	-29	-19
CCn1c(C)cc(/C=C2\NC(=O)N(Cc3ccc(Cl)cc3)C2=O)c1C	-14%	-21%	-9%	-3%	i	4%	2%	12	-6
CC1CCCC(C)N1C(=O)CCN1C(=O)C2C3C=CC(C3)C2C1=O (stereo not drawn)	14%	-5%	-4%	3%	-1%	-6%	-1%	3	2
CCOC(=O)c1[nH]ncc1CN1CCC(Cc2cccc(OC)c2)(C(=O)OCC)CC1	9%	0%	5%	0%	-24%	1%	4%	1	28
COc1ccc(NC(=O)c2cc(C(C)C)on2)c(OC)c1	27%	0%	-6%	-4%	-6%	-10%	2%	0	-30
O=C(Cc1cccs1)NC1CC(=O)N(c2ccc(Cl)cc2)C1 (stereo not drawn)	5%	nt	8%	nt	i	nt	2%	-9	nt
CCc1nnc(NC(=O)c2ccc(S(=O)(=O)N3CCCc4ccccc43)cc2)o1	?	?	?	-1%	-13%[57.5 µM]	?	-13%	0	16
O=C(O)C1CCCCC1C(=O)Nc1ccc(F)cc1F (stereo not drawn)	-15%	3%	0%	-13%	i	0%	-11%	7	15
COC(=O)COc1ccc(S(=O)(=O)N2CCCCCC2)cc1C	12%	?	-7%	13%	i	-3%	0%	6	8
Cc1c(C(=O)N2CCN(CCc3ccccn3)CC2)oc2ccc(F)cc12	6%	17%	1%	15%	-15%	5%	1%	-14	-23
COc1ccc(S(=O)(=O)N2CCC(C(=O)N[C@@H](C)C(=O)NC3CCCC3)CC2)cc1	5%	17%	4%	1%	-6%	13%	-7%	1	9
C=CCOc1ccc(C(=O)Nc2ccc(OCC)cc2)cc1	-8%[0.397 µM]	0%	2%	8%	i	1%	-5%	1	6
COc1ccc(/C=C/C(=O)c2ccc(O)cc2)cc1COc1ccc(F)cc1	4%	-3%	0%	-8%	i	0%	-6%	-20	?
CC1CCN(C(=O)Cn2nc(C(F)(F)F)c3c2CCCC3)CC1	0%	-26%	-24%	-3%	i	-7%	-7%	-5	-4
CCOc1ccc2ccccc2c1C(=O)Nc1cc(=O)n(C)c(=O)n1C	0%	-7%	-1%	8%	-10%	1%	-17%	2	3
O=C(NCC1CCCO1)c1cc(-c2ccccc2)on1 (stereo not drawn)	-8%	21µM*	59%[activator]	-3%	-7%[57.5 µM]	14%	10%	-12	-8
COc1ccc(NC(=O)C2(C)CCN2Cc2ccccc2OC(F)F)cc1OC (stereo not drawn)	14%	?	-17%	18%	-51%[inhibitor]	-1%	7%	-2	18
Cc1ccc(NC(=O)CCNCc2ccco2)cc1S(=O)(=O)N(C)C	0%	-18%	-14%	1%	?	-2%	7%	-7	2
Cc1cccc(-c2noc(-c3ccoc3C)n2)c1	8%	0%	14%	-9%	-3%	-15%	-34%	-5	20

Screens: PubChem, National Center for Advancing Translational Sciences (NCATS)

Not all compounds are listed; the hit share may differ from the screen's.
